Dicer inh: inhibitors of human Dicer processing of pre-microRNA | z-score at 25 µM | Q9UPY3 | actives 6% (n = 47,000) | cat-ELCCA pre-miR-21 Dicer processing, chemiluminescence; active compounds read high; in the data active = z-score above about 3, passing the limit was not always enough;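 also: plate controls were vehicle for no effect and no enzyme for full effect; higher signal means more uncleaved substrate so more Dicer inhibition; strong numbers were not always called active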
Target sequence (Q9UPY3 whole entry, looked up): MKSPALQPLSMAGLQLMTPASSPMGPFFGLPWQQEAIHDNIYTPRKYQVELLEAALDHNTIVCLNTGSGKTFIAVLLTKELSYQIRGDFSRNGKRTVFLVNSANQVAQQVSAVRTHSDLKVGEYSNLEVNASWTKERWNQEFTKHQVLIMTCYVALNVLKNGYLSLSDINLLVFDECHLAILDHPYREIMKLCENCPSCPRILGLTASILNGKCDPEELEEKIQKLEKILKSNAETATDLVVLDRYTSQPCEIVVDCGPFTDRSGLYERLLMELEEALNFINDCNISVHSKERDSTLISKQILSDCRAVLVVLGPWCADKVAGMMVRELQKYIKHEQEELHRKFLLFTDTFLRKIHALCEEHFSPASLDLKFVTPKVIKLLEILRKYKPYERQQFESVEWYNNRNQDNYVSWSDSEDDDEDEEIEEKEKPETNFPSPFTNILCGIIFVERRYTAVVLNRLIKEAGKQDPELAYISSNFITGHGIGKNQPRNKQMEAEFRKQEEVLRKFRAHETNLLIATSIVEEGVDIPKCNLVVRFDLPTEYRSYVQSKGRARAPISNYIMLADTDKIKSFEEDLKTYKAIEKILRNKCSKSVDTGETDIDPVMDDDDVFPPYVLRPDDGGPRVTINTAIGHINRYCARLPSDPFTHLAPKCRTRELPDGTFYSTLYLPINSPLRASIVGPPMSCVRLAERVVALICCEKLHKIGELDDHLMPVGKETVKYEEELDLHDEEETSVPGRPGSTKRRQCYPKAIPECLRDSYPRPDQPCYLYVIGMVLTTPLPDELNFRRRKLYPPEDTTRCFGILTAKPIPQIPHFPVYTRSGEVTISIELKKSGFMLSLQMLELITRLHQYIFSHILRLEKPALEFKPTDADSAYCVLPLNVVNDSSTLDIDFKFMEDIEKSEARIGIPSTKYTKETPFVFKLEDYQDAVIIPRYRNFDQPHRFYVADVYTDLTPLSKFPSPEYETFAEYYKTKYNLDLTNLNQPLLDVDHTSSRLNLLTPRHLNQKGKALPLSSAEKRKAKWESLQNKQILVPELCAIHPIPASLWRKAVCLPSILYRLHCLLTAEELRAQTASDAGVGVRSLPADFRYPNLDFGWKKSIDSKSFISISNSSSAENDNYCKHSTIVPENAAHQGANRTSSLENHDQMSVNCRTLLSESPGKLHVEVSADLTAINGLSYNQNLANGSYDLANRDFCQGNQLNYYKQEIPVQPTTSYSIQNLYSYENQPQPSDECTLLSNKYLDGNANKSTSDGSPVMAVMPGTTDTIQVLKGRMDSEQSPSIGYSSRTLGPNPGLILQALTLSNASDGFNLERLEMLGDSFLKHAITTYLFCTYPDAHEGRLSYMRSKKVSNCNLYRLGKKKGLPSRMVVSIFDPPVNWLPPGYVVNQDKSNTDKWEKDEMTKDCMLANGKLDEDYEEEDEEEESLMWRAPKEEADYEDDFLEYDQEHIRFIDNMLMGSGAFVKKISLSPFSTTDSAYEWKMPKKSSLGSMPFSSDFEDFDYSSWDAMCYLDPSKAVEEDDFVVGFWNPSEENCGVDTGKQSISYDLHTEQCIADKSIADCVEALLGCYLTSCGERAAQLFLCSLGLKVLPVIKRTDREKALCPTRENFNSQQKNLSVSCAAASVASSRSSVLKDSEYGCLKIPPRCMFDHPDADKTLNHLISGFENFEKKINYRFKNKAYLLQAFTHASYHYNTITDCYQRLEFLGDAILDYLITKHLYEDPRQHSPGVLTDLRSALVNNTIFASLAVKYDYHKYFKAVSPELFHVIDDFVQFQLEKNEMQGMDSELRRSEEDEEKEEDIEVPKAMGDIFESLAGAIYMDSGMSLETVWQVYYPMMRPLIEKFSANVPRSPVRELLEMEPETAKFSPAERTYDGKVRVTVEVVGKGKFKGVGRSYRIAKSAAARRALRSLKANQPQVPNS
* hit, by the source's call. Not all compounds are listed; count on the stated rates, not on these rows.

SMILES | Dicer inh
CCOc1cc(C2C(C(=O)OC3CCCCC3)=C(C)NC3=C2C(=O)CC(C)(C)C3)ccc1OC(C)=O (configuration not stated) | 5.4*
O=C(COC(=O)c1ccc2cc(OC(=O)c3ccc(Cl)cc3)ccc2c1)c1ccc(Cl)cc1 | 2.5
Cc1ccc(NC2C=CS(=O)(=O)C2)cc1 (configuration not stated) | 1.6
CCCCCSc1ncccc1C(=O)O | -0.39
CCOC(=O)C1=C(C)Nc2nc3ccccc3n2C1c1cc(OC)ccc1OC (configuration not stated) | -0.1
Cc1ccc(NCN2C(=O)c3ccccc3C2=O)c(C)c1 | 0.9
O=C(Nc1ccccn1)c1cccc(C(=O)Nc2ccccn2)n1 | 3.5*
COc1cc(/C=N/N=C2/SC(CC(=O)O)C(=O)N2C)cc(OC)c1OC (configuration not stated) | 2.5
COC(=O)c1cnc(Sc2ccccc2NC(=O)C(C)C)c([N+](=O)[O-])c1 | -1.9
Cc1ccc(S(=O)(=O)Oc2cc(C)ccc2C)cc1 | -0.61
CCOC(=O)c1nnn2c1nc(N(Cc1ccccc1)Cc1ccccc1)c1ccccc12 | 0
O=C(O)C1C2CCCC(CC2)C1C(=O)O (configuration not stated) | -0.07
CCc1cc2c(=O)c(-c3nc4ccccc4s3)c(C)oc2c(CN(C)C)c1O | -0.02
CCCOC(=O)C1C2C=CC3(CN(c4ccc(Cl)cc4)C(=O)C13)O2 (configuration not stated) | 0.23
Clc1ccc(COC(Cn2ccnc2)c2ccc(Cl)cc2Cl)c(Cl)c1 (configuration not stated) | -1.2
Cc1[nH]c2ccccc2c(=O)c1CN1CCN(C)CC1 | 1.1
CC1=C(C(=O)OCC2CCCO2)C(c2ccc3c(c2)OCO3)C2=C(CC(C)(C)CC2=O)N1 (configuration not stated) | 1.4
COc1ccc2[nH]c(S(=O)Cc3ncc(C)c(OC)c3C)nc2n1 (configuration not stated) | -0.25
O=c1c2c(-c3ccc(-c4ccccc4)cc3)csc2ncn1-c1ccccc1 | 0.15
COc1ccc(C2CC(=O)C3=C(C2)NC(C)=C(C#N)C3c2cccc(OC)c2OC)cc1 (configuration not stated) | 2
COc1cc(C2Nc3ccccc3S(=O)(=O)N2Cc2ccccc2)cc(Br)c1OC (configuration not stated) | 0.03
COC(=O)c1sc(N2C(=O)C(O)=C(C(=O)c3cccs3)C2c2ccc(C(C)C)cc2)nc1C (configuration not stated) | 2.4
COc1cc2c(cc1OC)C(/C=C1\SC(C(=O)c3cccs3)=NN1c1ccc(C)cc1)=NCC2 | 0.72
CCOC(=O)c1c(CN(CC)CC)n(C)c2cc(Br)c(OC)cc12 | 2.5
Cn1c(SCC(=O)Nc2ccc(F)cc2)nnc1-c1ccc2ccccc2c1 | -0.34
Cc1cccc(OCc2nn3c(-c4ccccc4Cl)nnc3s2)c1 | -1.7
O=[N+]([O-])c1cc(C(F)(F)F)ccc1Oc1ccc(SC(F)(F)F)cc1 | -0.52
C=CCn1c(N)c(C(=O)N/N=C/c2cccs2)sc1=S | -0.3
CCOc1ccc(C2C(C(=O)OC)=C(C)NC3=C2C(=O)c2ccccc23)cc1OC (configuration not stated) | -1.7
Cc1ccc(S(=O)(=O)Oc2ccc(/C=C3\NC(=O)NC3=O)cc2)cc1 | -0.5
CCCc1n(CC(O)COCC2CC=CCC2)c2ccccc2[n+]1C (configuration not stated) | -0.24
N#C/C(=N\Nc1ccc(F)cc1)S(=O)(=O)c1ccc(Cl)cc1 | 0.79
COC(=O)c1ccc(C2c3c(oc4cc(C)c(C)cc4c3=O)C(=O)N2c2nccs2)cc1 (configuration not stated) | 2.7
COc1ccc(C(=O)/C(Cc2cc(OC)c(OC)c(OC)c2)=C(\C(=O)O)c2ccc3c(c2)OCO3)cc1 | -1.3
Cc1ccc(C(C)C)c(OCC(O)CN2CCCCC2)c1 (configuration not stated) | -1.4
Cc1ccc(NC2=NS(=O)(=O)c3ccccc32)c(C)c1 | 0.41
CC(C)(C)n1cnnc1SCc1c(Cl)cccc1Cl | 0.65
COc1cc(OCc2ccccc2)ccc1CN1CCC(c2ccccc2OC)CC1 | -0.82
O=C(Oc1ccc(-c2cnc3ccccc3n2)cc1)c1ccccc1 | -0.12
NCCCCCCNC(=O)OCC1c2ccccc2-c2ccccc21 | -1.6
CN(C)c1ccc(NC(=O)c2cccs2)cc1 | 3.2*
CCCS(=O)(=O)N1CCN(Cc2ccc(Br)cc2)CC1 | 2.4
Cc1ccc(CN2CCN(CC3CC=CCC3)CC2)cc1 (configuration not stated) | 1.8
Cc1c(C)c(C)c2[nH]c(-c3ccc4c(c3)OCO4)nc2c1C | 0.22
COc1cc(C2C3=C(CC(C)(C)CC3=O)Nc3ccc4ccccc4c32)ccc1O (configuration not stated) | -0.17
CCOC(=O)c1c(N)sc2c1CCN(C(=O)OCC)C2 | 1.3
Fc1ccc(Nc2nc(-c3cccnc3)nc3ccccc23)cc1F | 2.1
Cc1c2n(c3ccccc13)CC/C2=N\Nc1ccccc1 | 5.4
CN(C)S(=O)(=O)c1ccccc1[N+](=O)[O-] | 0.06
O=C(O)CCCC(=O)NCc1ccc2c(c1)OCO2 | 1.3
Cc1noc(C)c1S(=O)(=O)Nc1csc(C(F)(F)F)c1-c1ccccc1 | -0.33
COc1ccc(S(=O)(=O)CC(SC#N)c2ccccc2)cc1 (configuration not stated) | -0.37
N#CCCN(CCc1ccccn1)C(=S)Nc1cc(C(F)(F)F)cc(C(F)(F)F)c1 | -1.8
NNC(=O)OC12CC3CC(CC(C3)C1)C2 | -0.77
COc1c(/C(N)=N/O)cc(C)c2c1CCC2 | 2.8
CCOc1cc(C(Nc2ccccn2)c2ccc3cccnc3c2O)ccc1O (configuration not stated) | 11
N/N=c1/nc2sccn2c2ncccc12 | -0.9
O=S(=O)(c1ccc(Cl)cc1)C(F)F | -0.67
CN(C)/C=C/C(=O)c1cc(F)ccc1O | 0.62
Clc1nc(NCCN2CCOCC2)nc(NC2CCCCC2)n1 | 1.7

Sorted by SMILES length (low to high): five of the compounds above.
SMILES | Dicer inh
O=S(=O)(c1ccc(Cl)cc1)C(F)F | -0.67
COc1c(/C(N)=N/O)cc(C)c2c1CCC2 | 2.8
O=C(O)CCCC(=O)NCc1ccc2c(c1)OCO2 | 1.3
Clc1nc(NCCN2CCOCC2)nc(NC2CCCCC2)n1 | 1.7
CCOc1cc(C(Nc2ccccn2)c2ccc3cccnc3c2O)ccc1O (configuration not stated) | 11

(list continues)
SMILES | Dicer inh
CSc1cccc(-n2c(C(C)(C)C)cs/c2=N/c2ccccn2)c1 | 1
O=C1OC(/C=C/c2ccccc2)=NC/1=C/c1cccc2ccccc12 | 3.5*
CCOC(=O)C(C(=O)OCC)=C(Nc1ccc(Cl)cc1)SC | 0.39
CCOC(=O)CC(=O)CSc1nnc(N)s1 | -0.15
S=c1[nH]c2cc(Cl)cc(Cl)c2o1 | -0.92
CCN(CC)c1ccc2c(c1)OC(N)=C(C#N)C2c1ccc(Cl)cc1 (configuration not stated) | -0.3
CCc1ccc(C2C3=C(CCCC3=O)Nc3[nH]n(-c4ccccc4)c(=O)c32)cc1 (configuration not stated) | -0.55
COc1ccc(OCC(O)Cn2c[n+](C)c3ccccc32)cc1 (configuration not stated) | -0.74
FC(F)(F)c1ccccc1NC(=S)NNc1ccc(-c2csnn2)cc1 | 1.7
COC(=O)C1=C(C)NC2=C(C(=O)CC(c3ccccc3)C2)C1c1ccc(C)o1 (configuration not stated) | 0.45
O=C1CS(=O)(=O)C(c2cccnc2)N1Cc1ccc(F)cc1 (configuration not stated) | 0.87
O=C(Nc1ccc(N2CCN(c3ccc(C(F)(F)F)cn3)CC2)nc1)c1cccs1 | 0.23
CCOC(=O)c1nnn(-c2cc(Cl)cc(Cl)c2)c1Sc1ccc(C)cc1 | -0.13
COc1ccc(-c2c(C(F)(F)F)oc3c(CN(C)C)c(O)ccc3c2=O)cc1OC | -0.28
CC1=C(C(=O)OC(C)C)C(c2ccc(Cl)cc2)n2c(nc3ccccc32)N1 (configuration not stated) | -1.3
CCOC(=O)c1c[nH]c2cc(F)c(F)cc2c1=O | 1.1
O=S1(=O)CC/C(=N\O)c2ccccc21 | -1.1
CNc1nc2c(Cl)cc(Cl)cc2s1 | 0.48
CCc1ccc2c(c1)c1nc(C)sc1n2C | -0.42
Cc1n[nH]c(C)c1CCCCOc1ccc(Cl)cc1 | -0.25
FC(F)(F)c1ccc(Oc2ccc(-c3nc(-c4ccc5c(c4)OCCO5)cs3)cc2)nc1 | -0.69
CCCCN1C(=O)C2(/C(=C(/O)c3ccc(OC)cc3)C(=O)C(=O)N2CCOC)c2ccccc21 (configuration not stated) | 3.7*
COc1ccc(NS(=O)(=O)c2ccc(C)cc2)c([N+](=O)[O-])c1 | 0.01
CC(=O)Oc1ccc(N2C(=O)c3cccnc3C2=O)cc1 | 3.1*
CCOC(=O)NC(Nc1ccc(F)c(Cl)c1)(C(=O)OCC)C(F)(F)F (configuration not stated) | -0.88
N#Cc1ccc(-c2cn3c(n2)SCC3)cc1 | 0.1
CC12CN3CC(C)(CN(C1)C3c1ccc(O)c(O)c1)C2 (configuration not stated) | 3.1*
CSc1sc(-c2ccn[nH]2)c2c1C(=O)CC(C)(C)C2 | -1.2
COc1nc(C)ccc1-c1noc(-c2ccccn2)n1 | 0.36
Cc1cc(C)n(-c2ccc(-n3cccc3/C=C(\C#N)S(C)(=O)=O)cc2)n1 | 0.25
CCSc1sc(C(=O)OC)c(-c2cccs2)c1C#N | 0.97
CN(C)/C=C(\C(=O)c1ccccc1Cl)c1nnnn1-c1ccccc1 | -0.28
Cc1ccc(OCc2nc(C#N)c(N3CC(C)CC(C)C3)o2)cc1 (configuration not stated) | -0.74
COC(=O)c1ccc(O)c(CSc2ccc(Cl)cc2)c1 | 1.5
NC(=O)c1sc2nc(N3CCOCC3)c3c(c2c1N)CCCC3 | -0.48
CCOC(=O)N1CCc2c(sc3[nH]c(=S)n(-c4ccccc4)c(=O)c23)C1 | 31
Cn1nccc1N1C(=O)c2ccccc2C1=O | -1.1
CC(C)(CO)NC(=S)Nc1ccccc1F | 0.36
Cc1cccc(NC(=O)/C=C/C(=O)O)c1 | -0.11
CCOc1ccccc1C1C(C(=O)OC)=C(C)NC2=C1C(=O)c1ccccc12 (configuration not stated) | 0.84

A portion of the results above:
SMILES | Dicer inh
FC(F)(F)c1ccc(Oc2ccc(-c3nc(-c4ccc5c(c4)OCCO5)cs3)cc2)nc1 | -0.69
CCCCN1C(=O)C2(/C(=C(/O)c3ccc(OC)cc3)C(=O)C(=O)N2CCOC)c2ccccc21 (configuration not stated) | 3.7*
COc1ccc(NS(=O)(=O)c2ccc(C)cc2)c([N+](=O)[O-])c1 | 0.01

Additional records
SMILES | Dicer inh
CCc1ccc(Oc2nc3c(c(=O)n(C)c(=O)n3C)n2Cc2ccccc2Cl)cc1 | 1.7
Clc1ccc(-c2nnc3ccc4ccccc4n23)cc1 | -2.8
CC(=O)[C@H]1CC[C@H]2[C@@H]3CC=C4C[C@@H](O)CC[C@]4(C)[C@H]3CC[C@]12C | -0.96
CSc1ccc(OS(=O)(=O)c2cc(S(=O)(=O)c3ccccc3)cs2)cc1 | -0.69
CCOC(=O)c1c(NC(=O)c2nc3n(n2)C(C(F)F)CC(C)N3)sc2c1CCC(C)C2 (configuration not stated) | 0.86
COc1ccc(C2SCCN2S(=O)(=O)c2ccc3ccccc3c2)cc1OC (configuration not stated) | 0.12
COc1ccc(CNCc2cc(F)ccc2F)cc1OC | -3.6
C=CCSc1nnc2[nH]c(=O)cc(N)n12 | 5.2*
O=c1c2c(F)cccc2nc2sc3ccc(Cl)cc3n12 | -0.79
CC(C)NC[C@@H](O)c1ccc(O)c(O)c1 | 10
O=C(Nc1ccc(S(=O)(=O)Nc2nccs2)cc1)C1COc2ccccc2O1 (configuration not stated) | 1.4
O=C(O)c1ccccc1CS(=O)c1ccccc1 (configuration not stated) | 0.3
CCS(=O)(=O)c1ccc(O)c(NC(=O)CC2(CC(=O)O)CCCC2)c1 | 0.73
CO/C(N)=N/C(=S)Nc1ccc(C(C)C)cc1 | -0.23
CC(C)(C)C(=O)NC(=S)Nc1cc(C(F)(F)F)cc(C(F)(F)F)c1 | 0.72
O=C(Nc1ccc(-c2nc3ccccc3o2)c(O)c1)c1ccc([N+](=O)[O-])o1 | 0.35
CC(=O)Nc1c(-c2cccc(C(F)(F)F)c2)c(C(F)(F)F)nn1C | -0.46
CCOc1cccc2cc(C(=O)O)c(=O)oc12 | 0.52
Cc1ccc(-n2c(C)c3c(C)nnc(C)c3c2C)cc1N | -1.4
CC1(C)CC(=O)C=C(Nc2cc(-c3ccc(Cl)cc3)[nH]n2)C1 | 2.1
O=c1c(Cc2ccccc2)c(O)c2ccccc2n1Cc1ccccc1 | -1.7
COc1ccc(Br)cc1Cc1nc(C)cc(Cl)n1 | 0.41
CCCCOc1ccc(S(=O)(=O)NCc2ccco2)cc1 | -0.66
COC(=O)c1sc(N2C(=O)c3oc4ccc(F)cc4c(=O)c3C2c2ccc(SC)cc2)nc1C (configuration not stated) | 0.92
Cc1ccc(C2=NC(C(F)(F)F)(C(F)(F)F)N=C(N3CCOCC3)O2)cc1 | 0.05
CC(C)C1CC(CCN2CCOCC2)(c2ccccc2)CCO1 (configuration not stated) | 0.98
COc1ccc(OCCC(=O)N/N=C/C=C/c2ccccc2)cc1 | 0.85

Entries listed so far containing a CF3 group (11):
SMILES | Dicer inh
O=[N+]([O-])c1cc(C(F)(F)F)ccc1Oc1ccc(SC(F)(F)F)cc1 | -0.52
Cc1noc(C)c1S(=O)(=O)Nc1csc(C(F)(F)F)c1-c1ccccc1 | -0.33
N#CCCN(CCc1ccccn1)C(=S)Nc1cc(C(F)(F)F)cc(C(F)(F)F)c1 | -1.8
FC(F)(F)c1ccccc1NC(=S)NNc1ccc(-c2csnn2)cc1 | 1.7
O=C(Nc1ccc(N2CCN(c3ccc(C(F)(F)F)cn3)CC2)nc1)c1cccs1 | 0.23
COc1ccc(-c2c(C(F)(F)F)oc3c(CN(C)C)c(O)ccc3c2=O)cc1OC | -0.28
FC(F)(F)c1ccc(Oc2ccc(-c3nc(-c4ccc5c(c4)OCCO5)cs3)cc2)nc1 | -0.69
CCOC(=O)NC(Nc1ccc(F)c(Cl)c1)(C(=O)OCC)C(F)(F)F (configuration not stated) | -0.88
CC(C)(C)C(=O)NC(=S)Nc1cc(C(F)(F)F)cc(C(F)(F)F)c1 | 0.72
CC(=O)Nc1c(-c2cccc(C(F)(F)F)c2)c(C(F)(F)F)nn1C | -0.46
Cc1ccc(C2=NC(C(F)(F)F)(C(F)(F)F)N=C(N3CCOCC3)O2)cc1 | 0.05
